# Source: PubChem (MTDP)
# RNase H inhibition: RNase H inhibition, HIV 1 Gag Pol polyprotein, FRET biochemical assay, screening (AID 372). HIV-1 RT RNase H, FRET RNA/DNA substrate fluorescence; higher % means a stronger effect. inhibition, % at 10 µM; hits with a dose series show IC50 in µM. 100,000 tested, 0.77% active; in the data active means inhibition above about 50%
# The depositor's hits bear a star.
# The first two records, ahead of the listing:
canonical_smiles: O=[N+]([O-])c1ccc(Cl)cc1N/N=C1\CN2CCC1CC2
  RNase H inhibition: 6%

canonical_smiles: COc1ccc(Br)cc1CN1CCN(Cc2ccc(F)cc2)CC1
  RNase H inhibition: 7%

# The whole of this part, from the start:
canonical_smiles: O=[N+]([O-])c1ccc(Cl)cc1N/N=C1\CN2CCC1CC2
  RNase H inhibition: 6%

canonical_smiles: COc1ccc(Br)cc1CN1CCN(Cc2ccc(F)cc2)CC1
  RNase H inhibition: 7%

canonical_smiles: Cn1c(O)c(C=NCc2cccs2)c(=O)n(C)c1=O
  RNase H inhibition: 12%

canonical_smiles: Cc1cccc(CN2CCN(c3cc(C)ccc3C)CC2)c1
  RNase H inhibition: 4%

canonical_smiles: O=c1c2ccccc2nc(/C=C/c2cccnc2)n1-c1ccccc1
  RNase H inhibition: 15%

canonical_smiles: CC(C)(C)C1CCC(NCCc2c[nH]c3ccccc23)CC1 (stereo not drawn)
  RNase H inhibition: 12%

canonical_smiles: COC(=O)c1ccc(CN2CCN(C)CC2)cc1
  RNase H inhibition: 9%

canonical_smiles: COc1cc(CN2CCN(C(C)C)CC2)cc(OC)c1OC
  RNase H inhibition: 0%

canonical_smiles: CCCCCn1c(=O)c(C(=O)Nc2ccc(C)cc2C)c(O)c2ccccc21
  RNase H inhibition: 0%

canonical_smiles: CC(=O)Nc1ccc(S(=O)(=O)Nc2ccc(C#N)c(Cl)c2)cc1
  RNase H inhibition: 4%

canonical_smiles: CC1CN(c2ccc([N+](=O)[O-])c3cccnc23)CC(C)N1 (stereo not drawn)
  RNase H inhibition: 8%

canonical_smiles: CC(=O)NCC(=O)Nc1ccc(Br)cc1C(=O)c1ccccc1
  RNase H inhibition: 7%

canonical_smiles: N#CC(C#N)=Cc1cccc(I)c1
  RNase H inhibition: 4%

canonical_smiles: CCC(CC)N1CCN(Cc2cc(Br)ccc2OC)CC1
  RNase H inhibition: 7%

canonical_smiles: CC1(C)C(c2ccccc2)=NC(c2cccnc2)N1O (stereo not drawn)
  RNase H inhibition: 5%

# Given as tab-separated lines: part of the list above
SMILES	RNase H inhibition
O=c1c2ccccc2nc(/C=C/c2cccnc2)n1-c1ccccc1	15%
CC(C)(C)C1CCC(NCCc2c[nH]c3ccccc23)CC1 (stereo not drawn)	12%
COC(=O)c1ccc(CN2CCN(C)CC2)cc1	9%
COc1cc(CN2CCN(C(C)C)CC2)cc(OC)c1OC	0%
CCCCCn1c(=O)c(C(=O)Nc2ccc(C)cc2C)c(O)c2ccccc21	0%

# Additional compounds:
canonical_smiles: Clc1cccc(N2CCN(Cc3c(Cl)cccc3Cl)CC2)c1
  RNase H inhibition: 3%

canonical_smiles: CN1CC[C@@](O)(c2ccccc2)[C@@H]2CCC[C@@H]21
  RNase H inhibition: 3%

canonical_smiles: CC12CCC3C(CC=C4CC(O)CCC43CO)C1CCC2O (stereo not drawn)
  RNase H inhibition: 2%

canonical_smiles: Cc1ccc(-c2ccc(C=C3C(=O)NC(=S)NC3=O)o2)cc1[N+](=O)[O-]
  RNase H inhibition: 62%*

canonical_smiles: Cc1ccc(S(=O)(=O)N2CC2)cc1
  RNase H inhibition: 0%

canonical_smiles: Cc1cc(C=C2C(=O)NC(=O)NC2=O)c(C)n1C
  RNase H inhibition: 8%

canonical_smiles: C=CCc1cc(/C=C2\C(=O)NC(=O)N(c3ccc4c(c3)OCO4)C2=O)cc(OC)c1OCC(=O)O
  RNase H inhibition: 0%

canonical_smiles: Cc1cccc(N2CCN(Cc3c(F)cccc3Cl)CC2)c1C
  RNase H inhibition: 7%

canonical_smiles: CCOc1ccccc1N1CCN(Cc2cccc(Cl)c2)CC1
  RNase H inhibition: 7%

canonical_smiles: Cc1ccccc1N1CCN(Cc2ccccc2Cl)CC1
  RNase H inhibition: 0%

canonical_smiles: CCOP(=O)(OCC)C(=C(Cl)Cl)C(C(=O)OC)C(=O)OC
  RNase H inhibition: 1%

canonical_smiles: Nc1ccc(Cc2ccc(N)c(Cl)c2)cc1Cl
  RNase H inhibition: 2%

canonical_smiles: CCCCn1c(=O)c(C(=O)Nc2ncccc2O)c(O)c2ccccc21
  RNase H inhibition: 5%

canonical_smiles: Cc1ccc(-c2nc3ccccc3c(=O)n2-c2ccccn2)cc1
  RNase H inhibition: 0%

canonical_smiles: COc1ccccc1CCNCc1ccc([N+](=O)[O-])cc1
  RNase H inhibition: 4%

# 2 compounds picked at random from the list so far:
canonical_smiles: Nc1ccc(Cc2ccc(N)c(Cl)c2)cc1Cl
  RNase H inhibition: 2%

canonical_smiles: Cc1ccccc1N1CCN(Cc2ccccc2Cl)CC1
  RNase H inhibition: 0%

# Continuation.
canonical_smiles: CN(C)CCC(=O)c1ccc(Cl)c(Cl)c1
  RNase H inhibition: 11%

canonical_smiles: O=C1CNC(c2ccccc2)c2cc(Br)ccc2N1 (stereo not drawn)
  RNase H inhibition: 3%

canonical_smiles: CCOc1ccccc1N1CCN(Cc2ccc(SC)cc2)CC1
  RNase H inhibition: 5%

canonical_smiles: CC1(C)CC(Nc2nc(Cl)c(C#N)c(Cl)c2Cl)CC(C)(C)N1
  RNase H inhibition: 19%

canonical_smiles: Cc1ccc(N2C(=O)/C(=C/c3ccc(-c4ccc(C(=O)O)cc4)o3)C(=O)NC2=S)cc1
  RNase H inhibition: 6%

canonical_smiles: O=P(OC(c1ccc(F)cc1)C(F)(F)F)(c1ccccc1)c1ccccc1 (stereo not drawn)
  RNase H inhibition: 18%

canonical_smiles: COc1ccc(N2CCN(Cc3ccc(F)c(F)c3)CC2)cc1
  RNase H inhibition: 8%

canonical_smiles: Clc1ccc(CCNCc2ccccn2)c(Cl)c1
  RNase H inhibition: 10%

canonical_smiles: O=C1C(=Cc2ccc(-c3ccccc3[N+](=O)[O-])o2)C(=O)N(c2ccccc2)C(=S)N1c1ccccc1
  RNase H inhibition: 7%

canonical_smiles: CCCCCn1c(=O)c(C(=O)Nc2ncccc2O)c(O)c2ccccc21
  RNase H inhibition: 0%

canonical_smiles: COc1ccccc1CCNCc1cccc(Cl)c1
  RNase H inhibition: 7%

canonical_smiles: O=C(COc1ccccc1)N1CCN(Cc2ccccc2)CC1
  RNase H inhibition: 6%

canonical_smiles: COC(=O)c1ccc(-c2ccc(C=C3C(=O)NC(=S)NC3=O)o2)cc1
  RNase H inhibition: 13%

canonical_smiles: Cc1cc(-c2ccccc2)[n+]2cc(Br)ccc2n1
  RNase H inhibition: 8%

canonical_smiles: CN1C(=O)C(C2c3ccccc3Oc3ccccc32)C(=O)N(C)C1=O
  RNase H inhibition: 0%

canonical_smiles: COc1ccc(CN2C[C@@H]3C[C@H](C2)c2cccc(=O)n2C3)c2ccccc12
  RNase H inhibition: 8%

canonical_smiles: O=C(COc1ccc2ccccc2c1)N1CCN(CCCc2ccccc2)CC1
  RNase H inhibition: 8%

canonical_smiles: Cc1cc(OC(=O)C2CC2)c2c3c(c(=O)oc2c1)CCC3
  RNase H inhibition: 13%

canonical_smiles: Cc1ccccc1-n1c(/C=C/c2cccc([N+](=O)[O-])c2)nc2ccccc2c1=O
  RNase H inhibition: 11%

canonical_smiles: CCCCn1c(=O)c(C(=O)Nc2cccc(O)c2)c(O)c2ccccc21
  RNase H inhibition: 13%

canonical_smiles: O=[N+]([O-])c1ccc(NCCOc2ccccc2F)c2cccnc12
  RNase H inhibition: 9%

canonical_smiles: COc1ccc(OP(=O)(Oc2ccccc2)Oc2ccc(OC)cc2)cc1
  RNase H inhibition: 1%

canonical_smiles: CCCCCn1c(=O)c(C(=O)Nc2nc(C)cs2)c(O)c2ccccc21
  RNase H inhibition: 26%

canonical_smiles: COc1ccccc1NC(=S)NC(NC(=O)CF)C(Cl)(Cl)Cl (stereo not drawn)
  RNase H inhibition: 9%

canonical_smiles: Oc1ccc(Br)cc1CN1CCN(Cc2ccc(F)cc2)CC1
  RNase H inhibition: 21%

canonical_smiles: O=C1NC(=S)NC(=O)C1=Cc1ccccc1OS(=O)(=O)c1ccc2ccccc2c1
  RNase H inhibition: 21%

canonical_smiles: N#CC(C#N)=Cc1ccc(Cl)c(Cl)c1
  RNase H inhibition: 33%

canonical_smiles: Cc1ccc(-c2nc3ccccc3c(=O)n2-c2cccnc2)cc1
  RNase H inhibition: 1%

canonical_smiles: Clc1cccc(CCNCc2cccnc2)c1
  RNase H inhibition: 8%

canonical_smiles: N/C(=N\[N+](=O)[O-])N1CCN(C(=O)c2ccc(Cl)cc2)CC1
  RNase H inhibition: 6%

canonical_smiles: C[n+]1ccc(-c2ccncc2)cc1
  RNase H inhibition: 3%

canonical_smiles: O=c1c2ccccc2nc(-c2ccco2)n1-c1ccccn1
  RNase H inhibition: 2%

canonical_smiles: CCC(CC)NCCc1ccc(OC)c(OC)c1
  RNase H inhibition: 0%

canonical_smiles: CCC1(CC)C(=O)NC(=O)N(C(=O)c2ccc(Br)cc2)C1=O
  RNase H inhibition: 2%

canonical_smiles: Cn1cc(/C=C(\C#N)[N+](=O)[O-])c2ccccc21
  RNase H inhibition: 27%

canonical_smiles: O=[N+]([O-])c1ccc(N2CCNCC2)cc1NCCOc1ccccc1
  RNase H inhibition: 1%

canonical_smiles: O=C1/C(=C/c2ccccn2)N2CCC1CC2
  RNase H inhibition: 4%

canonical_smiles: CCOc1ccc(CN2CCN(c3ccc(OC)cc3)CC2)cc1
  RNase H inhibition: 12%

canonical_smiles: CCN1C(=O)/C(=C/c2ccc([N+](=O)[O-])s2)C(=O)NC1=S
  RNase H inhibition: 45%

canonical_smiles: CCc1ccc(C(=O)CCN(C)C)cc1
  RNase H inhibition: 0%

canonical_smiles: O=[N+]([O-])/N=C1\NCN(c2ccc(Cl)cc2)CN1c1ccccc1
  RNase H inhibition: 13%

canonical_smiles: CC1(C)C(C(=O)Nc2cccnc2)C1(C)C
  RNase H inhibition: 9%

canonical_smiles: CCOC(=O)c1c(C)n(CC(C)C)c2ccc(OC)cc12
  RNase H inhibition: 11%

canonical_smiles: O=C(COc1ccccc1)Nc1ccc(Cl)cc1C(=O)c1ccccc1
  RNase H inhibition: 37%

canonical_smiles: Cc1ccc(NC(=O)C2C(C)(C)C2(C)C)cc1C
  RNase H inhibition: 2%

# Some values from the list:
# Result for `CN(C)CCC(=O)c1ccc(Cl)c(Cl)c1` in RNase H inhibition: 11%
# Result for `CCOc1ccccc1N1CCN(Cc2cccc(Cl)c2)CC1` in RNase H inhibition: 7%

# Further results
canonical_smiles: COc1ccc(N2CCN(Cc3cccc(Br)c3)CC2)cc1
  RNase H inhibition: 15%

canonical_smiles: Cc1ccc(N2CCN(Cc3ccc(F)cc3F)CC2)cc1
  RNase H inhibition: 8%

canonical_smiles: CC12C=CC(C)(O1)C1C(=O)N(c3ccc([N+](=O)[O-])cc3)C(=O)C12 (stereo not drawn)
  RNase H inhibition: 0%

canonical_smiles: CC(Cc1ccccc1)NC(=O)/C=C/c1ccccc1 (stereo not drawn)
  RNase H inhibition: 0%

canonical_smiles: Cc1ccc(/C=C2/C(=O)NC(=O)N(CCc3ccc(F)cc3)C2=O)o1
  RNase H inhibition: 16%

# These rows are one share of the data, so the mix of outcomes need not match the whole.
